UPR XBP1 act: adaptive UPR (XBP1) activation. activation, % at 20 µM. 330,000 compounds, 0.33% hits. CHO-XBP1 luciferase reporter, IRE1-XBP1 UPR activation, luminescence; percent of tunicamycin response, DMSO as zero;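 active means versus positive control, 20 µM dose yields 30% or more activation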;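 further: 100% = tunicamycin at 10 µg/mL and 0% = DMSO only wells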
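Signal: luciferase luminescence; Assay system: CHO-XBP1 luciferase reporter cells; Amount: one thousand reporter cells per well; Dosing: 20 µM single concentration, DMSO 1%; Benchmarks: high control tunicamycin 10 µg/mL final, low control DMSO vehicle only; Schedule: 6 h compound exposure at 37 °C, 5% CO2; Evaluation: percent activation relative to tunicamycin reference.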
TIM10 inh: inhibits growth of TIM10 yeast strain; 330,000 compounds, 1.4% hits; inhibition, % at 10 µM; S. cerevisiae TIM10 strain growth, BacTiter-Glo luminescence, 24 h;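 active means inhibition of 40% or more at the single tested concentration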;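 further: wild-type TIM10 isogenic control strain grown at permissive 25 °C; 0% = DMSO yeast wells and 100% = minimal medium wells without yeast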
NR3A LBD binder: modulators (binders) of human NR3A ligand-binding domain; NR3A LBD differential scanning fluorimetry, Tm shift; 0% = protein alone, 100% = glycine-bound protein; Tm shift relative to glycine control, % at 25 µM; 340,000 compounds, 2.5% hits; AID 1259313;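 active means melting temperature shift of at least 10% of the positive control shift, at one fixed dose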
UPR CHOP act: apoptotic UPR (CHOP) activation | activation, % at 10 µM | 330,000 compounds, 0.34% hits | CHO-CHOP luciferase reporter, luminescence; percent of tunicamycin response over DMSO baseline;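 active means at 10 µM dose, activation of 40% or more, normalized to positive control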;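 further: 100% = tunicamycin at 10 µg/mL and 0% = DMSO alone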
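Material: CHO-CHOP cells, stable luciferase reporter of PERK-eIF2a-CHOP signalling; quantity: 500 reporter cells seeded per well; buffer or medium: F12 medium containing 10% fetal bovine serum; compound: one dose, 10 µM in 0.5% DMSO; incubation: 6 h compound treatment, 37 °C; measured by: Steady-Glo luciferase luminescence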
tim10-1 inh: inhibits growth of tim10-1 mutant yeast; inhibition, % at 20 µM; 330,000 compounds, 2.2% hits; AID 463190; S. cerevisiae tim10-1 ts strain growth, BacTiter-Glo, 24 h;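 active means inhibition of at least 40%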;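 further: mutant grown at 25 °C; 0% = DMSO wells with yeast and 100% = wells holding no yeast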
tim23-1 inh: tim23-1 yeast growth inhibition; S. cerevisiae tim23-1 growth, BacTiter-Glo luminescence, 24 h; inhibition, % at 20 µM; 330,000 compounds, 1.3% hits;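 active means growth inhibition of the mutant yeast at or above 50%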;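 further: temperature-sensitive mutant grown at 25 °C; plate controls were DMSO-treated mutant yeast for no effect and medium wells lacking yeast for full effect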
APJ ag: agonists of human APJ apelin receptor; CHO-K1 APJ PathHunter beta-arrestin, luminescence; 0% DMSO wells, 100% apelin; P35414; activation, % at 20 µM; 330,000 compounds, 0.11% hits;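 active means activation more than six SD over the plate average, tested at 20 µM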;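 further: 0% = DMSO alone and 100% = apelin-13 at 10 nM; some results filed as inactive read as strong as hits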
Target sequence (P35414 whole entry, looked up): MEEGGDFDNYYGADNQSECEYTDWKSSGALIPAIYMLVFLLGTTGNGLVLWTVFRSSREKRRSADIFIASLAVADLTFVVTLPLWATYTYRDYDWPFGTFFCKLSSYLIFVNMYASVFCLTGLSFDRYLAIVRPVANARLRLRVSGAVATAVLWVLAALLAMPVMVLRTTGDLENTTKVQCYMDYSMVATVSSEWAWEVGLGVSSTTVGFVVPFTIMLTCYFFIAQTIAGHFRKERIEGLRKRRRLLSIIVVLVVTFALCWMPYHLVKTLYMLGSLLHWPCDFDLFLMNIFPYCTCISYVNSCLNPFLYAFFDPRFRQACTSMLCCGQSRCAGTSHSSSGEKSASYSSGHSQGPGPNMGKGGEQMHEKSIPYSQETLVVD
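Test system: CHO-K1 APJ beta-arrestin complementation cell line | Compound: Single test compound dose, 20 µM final, 1% DMSO | Incubation: Compound 90 min 25 °C, reagent 1 h | Measured by: beta-gal luminescence | Read-out basis: APJ–arrestin association signal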
Mdm2 MdmX PPI: inhibitors of human Mdm2/MdmX interaction; O15151+Q00987; SaOS-2 split-luciferase Mdm2/MdmX complementation, luminescence; inhibition, % at 8 µM; 330,000 compounds, 3% hits;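 active means inhibition of at least 50% at 8 µM in the primary screen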
NLRP3 yeast inh: NALP3 inhibition in yeast; Yeast reconstituted NLRP3/ASC/caspase-1, beta-gal luminescence, 24 h; inhibition, % at 10 µM; 330,000 compounds, 0.39% hits; AID 2825;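 active means inhibition of 50% or more; inactive means inhibition below 50%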;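 further: plate controls were induced DMSO wells for no effect and uninduced yeast grown without galactose for full effect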
Numbers without * were called inactive; / = no result given. This is a random part of the collection. About 8.2% of those tested had a hit in this group.

Every second line gives: UPR XBP1 act	TIM10 inh	NR3A LBD binder	UPR CHOP act	tim10-1 inh	tim23-1 inh	APJ ag	Mdm2 MdmX PPI	NLRP3 yeast inh
- CCOC(=O)C1=C(C)OC(N)=C(C#N)C1C1CCCCC1 (stereo not drawn)
 : -2	-3	2	-1.2	1	-15	-5	30	6
- COC(=O)c1ccc(C(=O)OC)c(NC(=O)COC(=O)C2CCCCC2)c1
 : 0	1	1	0.5	5	2	-2	6	8
- Cc1ccc(C2=NC3(CCCC3)N=C2SCC(=O)Nc2ccc3c(c2)OCCO3)cc1
 : -2	5	-2	3.7	16	23	-3	3	29
- Cc1cccc(NC(=S)N2CCC(c3nc4ccccc4o3)CC2)c1
 : -4	29	-3	0.3	23	32	-4	8	8
- CC1=C(C(=O)NCCCOC(C)C)C2(CCC(C)CC2)OC1=O (stereo not drawn)
 : -2	-5	0	1.9	1	9	-2	-10	14
- Cc1c(NC(=O)Nc2cccc(Cl)c2Cl)c(=O)n(-c2ccccc2)n1C
 : 0	3	0	1.6	3	8	-4	23	-1
- O=C(Cn1cc([N+](=O)[O-])cn1)N1CCN(c2ccccc2)CC1
 : -4	-7	0	0.3	-6	-8	-2	14	14
- CCOC(=O)CSc1nnc(NC(=O)c2cccc(S(=O)(=O)N3CCCC3)c2)s1
 : 1	12	2	-1.1	6	12	-3	-18	9
- O=C(OCC(=O)N1CCc2ccccc21)c1ccccc1F
 : 0	-1	0	5.4	2	14	1	11	29
- Cc1cc(CO)nn1-c1ccc([N+](=O)[O-])cc1
 : -3	7	0	-1.1	-3	1	0	-21	0
- O=C(CCCN1C(=O)c2cccc3cccc(c23)C1=O)Nc1nccs1
 : 0	-6	1	-0.3	-11	-4	-3	-15	4
- CC(C)C[C@H](NC(=O)c1[nH]cnc1C(=O)N[C@@H](C)c1ccccc1)C(=O)OCc1ccccc1
 : 6	2	-11	17	17	-1	7	51*	10
- CCNC(=O)NC(=O)CSc1ccc(S(=O)(=O)N2CCOCC2)cn1
 : -1	1	3	-0.3	5	9	-3	-7	4
- Cc1ccc(/C=C/C(=O)Nc2ccc(O)c3c(=O)cc(-c4ccccc4Cl)oc23)cc1
 : 8	4	-6	2.2	2	11	-3	9	14
- CC1=C(C(=O)Nc2cc(C)ccn2)C(c2cnn(C)c2)C2=C(CC(c3ccccc3)CC2=O)N1 (stereo not drawn)
 : -3	7	-2	-0.6	7	5	-2	6	-3
- CCN1CCC(NC(=O)Nc2ccc(F)cc2F)CC1
 : 2	-6	-2	0.8	1	3	-2	-4	2
- CC(C)Cc1cc(C(=O)O)n[nH]1
 : 3	-1	1	-0.2	-8	-1	-2	10	-2
- CC(C)CC(=O)Nc1ccc(C(=O)NNC(=O)C(c2ccccc2)c2ccccc2)cc1
 : -2	-11	-4	-0.5	3	-5	0	1	5
- COC(=O)c1ccc(Cn2cc(Cl)cn2)cc1
 : 1	0	1	0.2	6	7	7	10	25
- CCOC(=O)Cc1csc(NC(=S)NC(=O)c2cc(OC)cc(OC)c2)n1
 : 3	6	-24	0.4	16	1	-5	18	19

Looked up above:
Cc1c(NC(=O)Nc2cccc(Cl)c2Cl)c(=O)n(-c2ccccc2)n1C in UPR CHOP act has 1.6
CCOC(=O)C1=C(C)OC(N)=C(C#N)C1C1CCCCC1 (stereo not drawn) in Mdm2 MdmX PPI has 30

Next records follow.
Every second line gives: UPR XBP1 act	TIM10 inh	NR3A LBD binder	UPR CHOP act	tim10-1 inh	tim23-1 inh	APJ ag	Mdm2 MdmX PPI	NLRP3 yeast inh
- COc1cc(C(c2oc(CO)cc(=O)c2O)c2oc(CO)cc(=O)c2O)cc(OC)c1OC
 : -3	-9	0	0.9	5	-14	-3	3	21
- CCCCCCCOC(=O)C1=C(C)Nc2ncnn2C1c1cccs1 (stereo not drawn)
 : -1	4	0	-0.8	22	3	-4	37	12
- Cc1cc(N2CCOCC2)nc(N)n1
 : 0	-19	1	-1.3	-1	12	2	5	3
- CCOc1ccc(NC(=S)N(CCc2c(C)[nH]c3ccccc23)Cc2ccco2)cc1
 : 0	10	-5	1.9	2	8	-2	34	8
- COc1ccc(OCC(=O)N2CCN(C(=O)c3cccc(F)c3)CC2)cc1
 : -1	-11	0	-1.4	4	-5	-6	13	28
- O=C(O)Cc1ccc(NCc2ccccc2Cl)cc1
 : -2	-3	3	0.6	13	9	-6	10	0
- O=C(/C=C/c1ccc([N+](=O)[O-])cc1)OCC(=O)N1CCCCCC1
 : -2	-3	4	0.1	12	19	0	0	7
- COc1ccc(NC(=O)c2c(C)nn(Cc3ccccc3)c2Cl)cc1S(=O)(=O)N1CCOCC1
 : 0	8	-2	0.3	-5	3	-2	26	20
- Cc1cc2c(cc1S(=O)(=O)N1CCN(c3ccccc3F)CC1)OCC(=O)N2
 : -4	10	13*	0.6	-8	4	13	19	5
- O=C(CCSc1nc(-c2ccco2)cc(C(F)(F)F)n1)N1CCN(c2ccccc2)CC1
 : -2	18	-6	-2.3	32	21	2	5	12
- COc1cc(CN2CCC(n3nccc3NC(=O)CCCc3ccccc3)CC2)ccc1O
 : -1	-12	0	1.9	25	-6	-1	9	-1
- Cc1cc(Nc2ccccc2)n(CCC#N)n1
 : -7	-1	-2	-0.2	-12	8	-2	14	-15
- CC1(C)Cc2c(sc3nc4n(-c5ccccc5)cnn4c(=O)c23)CO1
 : -5	9	1	1.6	4	19	-3	16	3
- Cc1nn2c(C)c(C(=O)Nc3ccccc3)cnc2c1C#N
 : -1	-10	0	1.1	-7	-2	-2	-1	5
- CCOC(=O)CC1C(=O)NCCN1S(=O)(=O)c1ccccc1 (stereo not drawn)
 : 0	-2	-1	-0.5	2	5	0	0	-14
- COc1ccc(/C=N/NC(=O)c2cccc(NC(C)=O)c2)c(C(=O)O)c1OC
 : 1	7	-1	-0.1	-12	13	-2	2	5
- O=C(O)CCC(=O)Nc1ccccc1C(=O)NC1CCCCC1
 : 1	-4	-3	-1.1	-6	-3	-1	20	14
- OC1CCN(Cc2cccc3ccccc23)CC1
 : -1	14	2	1.1	10	-1	-4	-7	7
- C[n+]1nc(Nc2ccccc2)sc1-c1ccc(O)cc1
 : 1	-7	-1	0.9	-3	-2	-1	-10	-2
- Cc1ccc2c(c1)-n1c(nc3ccc(C)cc3c1=O)C(Cc1ccc(O)cc1)NC2=O (stereo not drawn)
 : 3	7	/	1.5	0	-3	-1	11	13

Every second line gives: UPR XBP1 act	TIM10 inh	NR3A LBD binder	UPR CHOP act	tim10-1 inh	tim23-1 inh	APJ ag	Mdm2 MdmX PPI	NLRP3 yeast inh
- N#Cc1cccc(NC(=O)CC2CCCC2)c1
 : 1	9	1	-1.2	24	26	0	-5	30
- CC(CC(=O)Nc1ccc(-c2ccno2)cc1)n1cccn1 (stereo not drawn)
 : -5	5	0	1.5	-5	26	1	-13	26
- COCCN1C(=O)N[C@H](c2cccc(C(F)(F)F)c2)C(C(=O)OC)=C1C
 : -2	-3	/	1.2	6	18	-2	23	2
- O=C(Nc1cccc(-c2ccc(N3CCOCC3)nn2)c1)c1ccccc1Cl
 : 2	2	1	3.6	4	16	3	-51	23
- CCOCCCNC(=O)C(Cc1ccccc1)NS(=O)(=O)c1ccc2c(c1)c(=O)n(C)c(=O)n2C (stereo not drawn)
 : -3	-13	3	-1.1	15	22	-3	2	19
- COc1ccc(C(=O)CN(Cc2ccccc2)C2=NCCS2)cc1
 : -1	5	1	0.4	7	13	0	18	26
- N#C/C(=C\c1cccnc1)c1nc2ccccc2[nH]1
 : -1	75*	-4	5.1	19	13	-1	19	12
- CC[C@@H]1C=C(C(=O)O)[C@H](c2ccc(Cl)cc2)N1S(=O)(=O)c1ccc(C)cc1
 : -2	11	3	-0.2	24	19	-3	8	0
- COc1cc(-c2ccc(=O)[nH]n2)ccc1OC(F)F
 : -5	3	-1	-1.3	12	10	0	48	-9
- O=C(Cc1coc(-c2ccc(F)cc2)n1)NC1CCCCC1
 : 5	-2	5	-1.5	4	2	-3	19	21
- COc1ccc(Cl)cc1NC(=O)CN(C)CC(=O)Nc1c(C)n(C)n(-c2ccccc2)c1=O
 : -1	10	-1	-0.3	0	2	-3	14	6
- COc1ccc(-c2nc(CN3CCC(C(=O)N4CCOCC4)CC3)c(C)o2)c(OC)c1
 : 1	-5	-2	-0.8	-14	4	2	7	0
- O=C1c2cccc3cccc(c23)C(=O)N1OS(=O)(=O)c1ccc(Br)cc1
 : 4	-4	-2	-0.5	4	-2	-2	8	-3
- Cc1ccc(C(=O)N/C(=C/c2cccs2)C(=O)NCCCn2ccnc2)cc1
 : 0	2	-2	0.3	7	-2	-3	-5	3
- COc1ccc(O)c(C(=O)c2cnn(-c3ccccc3)c2)c1
 : 2	22	-3	4.3	19	28	-4	-17	3
- CCOc1ccc(S(=O)(=O)N(CC(=O)Nc2cccnc2)c2ccc(F)cc2)cc1
 : -3	7	2	0.9	2	16	3	4	12
- CCc1nc2nc(C)c(NS(=O)(=O)c3ccc(Cl)s3)c(=O)n2[nH]1
 : -1	11	0	-1.8	-6	11	-1	6	-3
- OC(CNCc1ccncc1)c1ccccc1 (stereo not drawn)
 : -3	-4	1	0.9	0	-2	0	17	3
- O=C(COc1ccc(Cl)cc1Cl)N/N=C/CCc1ccccc1
 : 0	13	-19	0.4	16	14	-4	40	3
- O=C(NCc1ccc2c(c1)OCO2)C1CCCN1C(=O)Nc1ccccc1 (stereo not drawn)
 : 0	-16	-2	-0.2	-21	5	-1	8	-8

Every second line gives: UPR XBP1 act	TIM10 inh	NR3A LBD binder	UPR CHOP act	tim10-1 inh	tim23-1 inh	APJ ag	Mdm2 MdmX PPI	NLRP3 yeast inh
- COc1ccc(CCC(=O)Nc2nc3ccccc3[nH]2)cc1OC
 : 0	5	-1	-0.4	-1	-4	-3	-2	-5
- COc1cccc(CNC(=O)CN(C)S(=O)(=O)c2ccc3c(c2)c(=O)n(C)c(=O)n3C)c1
 : -1	-5	0	-0.4	-11	-4	0	15	8
- COP(=O)(OC)c1nc(-c2cccc3ccccc23)oc1NCc1ccccc1
 : 2	21	2	1.4	9	35	0	25	3
- Cc1ccc(Cn2ncc3c(N4CCN(C5CCCC5)CC4)ncnc32)cc1
 : -2	-17	0	0.0	-8	17	-6	0	26
- CC1(c2ccc(Cl)cc2Cl)NC(=O)N(CC(=O)NC2CCCCC2)C1=O (stereo not drawn)
 : 0	-7	-4	1.0	-4	9	-5	18	7
- CCOC(=O)C1(C)NC(c2cccc(C)c2)C2C(=O)N(c3ccccc3)C(=O)C21 (stereo not drawn)
 : -3	-4	0	-2.5	-3	-4	1	-6	1
- O=C(COc1ccc(Cl)cc1Cl)NC(=S)Nc1ccc(CN2CCOCC2)cc1
 : -3	12	2	-0.7	5	12	7	4	24
- COc1ccc(C(=O)N2CCN=C2SC)cc1
 : 0	-6	-1	0.5	6	17	1	-23	-11
- Cc1c(C(=O)O)[nH]c2c1C(=O)CC(c1ccc(Cl)cc1)C2 (stereo not drawn)
 : 3	0	-1	-0.8	0	-8	0	24	12
- O=C(C1CC(=O)N(c2ccc(Cl)cc2)C1)N1CCN(Cc2ccc3c(c2)OCO3)CC1 (stereo not drawn)
 : -4	13	1	-0.2	1	15	-2	-2	-1
- C/C(=N\Nc1ccc(C#N)cc1[N+](=O)[O-])c1ccc(O)cc1
 : 0	-1	0	5.2	22	11	2	33	26

From PubChem BioAssay
